Compound activity as filed in PubChem BioAssay.
WRN helicase inh: blocks human WRN helicase; Q14191; WRN helicase unwinding, fluorescent forked duplex, kinetic; Potency, µM (titrated, usually from 114 µM), without a hit: top-dose activity change, negative = inhibition, most hits filed as inhibitors; hit rate 0.46% among 360,000; AID 651768; further: potency means the concentration at half of the fitted maximal effect; on the % scale 0 is the no-effect control and ±100 the full control effect; nearly all actives have a fitted effect of over 55% in size
Target sequence (Q14191 whole entry, looked up): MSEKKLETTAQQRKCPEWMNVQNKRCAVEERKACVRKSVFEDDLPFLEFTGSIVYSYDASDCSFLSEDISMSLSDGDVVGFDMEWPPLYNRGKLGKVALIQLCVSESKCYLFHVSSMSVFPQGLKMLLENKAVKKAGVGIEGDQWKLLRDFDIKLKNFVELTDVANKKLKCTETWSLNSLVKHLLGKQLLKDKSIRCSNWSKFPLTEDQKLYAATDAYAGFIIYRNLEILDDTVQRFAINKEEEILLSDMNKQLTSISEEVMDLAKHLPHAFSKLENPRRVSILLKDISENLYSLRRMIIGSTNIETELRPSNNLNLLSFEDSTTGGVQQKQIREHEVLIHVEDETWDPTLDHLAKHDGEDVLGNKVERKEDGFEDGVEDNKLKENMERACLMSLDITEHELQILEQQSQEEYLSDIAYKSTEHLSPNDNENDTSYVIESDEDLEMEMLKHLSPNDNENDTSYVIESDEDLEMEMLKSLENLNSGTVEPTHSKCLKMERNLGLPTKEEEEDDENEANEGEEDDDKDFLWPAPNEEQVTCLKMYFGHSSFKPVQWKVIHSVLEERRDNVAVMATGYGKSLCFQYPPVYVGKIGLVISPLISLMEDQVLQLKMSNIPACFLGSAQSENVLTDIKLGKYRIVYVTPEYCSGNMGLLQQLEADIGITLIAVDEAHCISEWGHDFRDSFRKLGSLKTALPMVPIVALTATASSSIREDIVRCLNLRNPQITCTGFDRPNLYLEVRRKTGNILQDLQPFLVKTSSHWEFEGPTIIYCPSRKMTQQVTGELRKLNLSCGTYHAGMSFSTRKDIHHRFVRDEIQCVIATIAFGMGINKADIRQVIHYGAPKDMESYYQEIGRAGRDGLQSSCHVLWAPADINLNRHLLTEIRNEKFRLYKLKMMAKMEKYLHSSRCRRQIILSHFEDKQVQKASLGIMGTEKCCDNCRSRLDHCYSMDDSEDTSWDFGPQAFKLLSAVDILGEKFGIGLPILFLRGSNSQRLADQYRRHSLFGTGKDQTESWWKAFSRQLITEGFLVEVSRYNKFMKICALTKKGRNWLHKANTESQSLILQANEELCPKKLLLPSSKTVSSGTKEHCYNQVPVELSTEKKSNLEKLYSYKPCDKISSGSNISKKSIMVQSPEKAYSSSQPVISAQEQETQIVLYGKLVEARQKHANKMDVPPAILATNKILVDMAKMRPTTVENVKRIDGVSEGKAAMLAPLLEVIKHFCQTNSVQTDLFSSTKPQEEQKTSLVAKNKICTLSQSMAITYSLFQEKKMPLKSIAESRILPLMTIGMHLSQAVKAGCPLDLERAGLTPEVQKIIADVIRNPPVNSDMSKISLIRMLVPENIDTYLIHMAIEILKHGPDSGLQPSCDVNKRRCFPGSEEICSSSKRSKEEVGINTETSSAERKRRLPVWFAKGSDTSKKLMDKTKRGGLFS
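WRN at 20 nM final was preincubated with compound for 15 min at room temperature; reaction started with 100 nM forked duplex oligonucleotide carrying fluorophore and quencher plus 2 mM ATP (final). Unwinding followed kinetically by red fluorescence (ex 525/em 598 nm).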
IL-2 act: activates IL-2 in a cell-based reporter assay. IL-2 activation reporter assay, cell-based qHTS; stimulated with anti-CD3/CD4/CD28 beads; in transgenic mouse T cells. activation, % (series mostly up to about 46 µM). hit rate 0.065% among 360,000. AID 652025; in the data active means activation above about 50%; inconclusive means mostly about 30% to 49%; further: 0% is about no effect
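Unstimulated transgenic mouse T cells preincubated 60 min with compound, then stimulated with anti-CD3/anti-CD4-coated beads plus anti-CD28 for 18 h at 37 degrees C. IL-2 response read as EGFP and DsRed fluorescence by plate cytometry.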
D3 ag: agonists of human D3 dopamine receptor. P35462. D3R DiscoveRx beta-arrestin cells, luminescence, 90 min. max activation, %. hit rate 0.58% among 410,000. AID 652048; in the data active means max activation above about 30%; further: 0% is about no effect; mostly tested at two doses, the higher about 12 µM
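Agonist-mode cell screen: cells plated at 1500/well and incubated overnight at 37 °C, then exposed to library compounds for 90 min at 37 °C. Detection reagent was added for 30–60 min at room temperature, and luminescence was read.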
D3 antag: antagonists of human D3 dopamine receptor | D3R cells, DiscoveRx beta-arrestin luminescence, antagonist mode; stronger effect = lower value | max response, negative = inhibition, % | P35462 | AID 652054 | hit rate 2.5% among 360,000; in the data active means max response below about -50%; inconclusive means no clear call, values can overlap the other calls; further: on the % scale 0 is the no-effect control and ±100 the full control effect; mostly tested at two doses, the higher about 12 µM
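Cells plated overnight at 1500 cells/well, then exposed to library compounds with dopamine controls for 90 minutes at 37 degrees C. DiscoveRx reagent added for 30–60 minutes at room temperature; luminescence read, quantitative HTS format.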
PI5P4Ka inh: blocks human PI5P4K alpha kinase activity. P48426. PI5P4Kalpha enzyme, ADP-Glo luminescence, 60 min; stronger effect = lower value. max response, %. hit rate 1.2% among 330,000; active means max response of -50% or lower; inconclusive means between -30% and -50%; inactive means -30% or higher; further: value at the top dose of about 77 µM; on the % scale 0 is the no-effect control and ±100 the full control effect
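PI5P4Kalpha ADP-Glo assay; 5 microM ATP final; 60 min RT reaction; HEPES pH 7.4/EGTA/CHAPS, 5% DMSO; controls lacking substrate or enzyme; luminescent end-point.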
GLP-1R agonist: agonists of human GLP-1 receptor. P43220. HEK293 GLP-1R CRE-luciferase, luminescence, 4-6 h; cells express a hypersensitive GLP-1R form. Potency, µM (doses to about 45.6 µM), for the others: at the highest dose activation, usual class: activators. hit rate 0.007% among 380,000. AID 624172; further: potency means the concentration at half of the fitted maximal effect; % of control where 0% means no effect
HEK293 tox: cytotoxic in the GLP-1 receptor inverse agonist counter-screen; HEK293 cAMP-luciferase reporter cells, luminescence, 24 h; hit rate 0.13% among 410,000; Potency, µM (series often up to 38.3 µM), without a hit: at the top dose activity change, negative = inhibition, usual class: inhibitors; AID 624418;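 further: loss of luciferase light is scored as toxicity; potency means the concentration at half of the fitted maximal effect; on the % scale 0 is the no-effect control and ±100 the full control effect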
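To flag toxic compounds, the library was rerun on cells for 24 hr at 37 deg C and 5% CO2. Viability-linked luminescence was captured 12 min after adding luciferase detection reagent.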
PLK1 PBD block: PLK1 (human) polo-box domain binding inhibition; P53350; Plk1 PBD binding of FITC phosphopeptide, fluorescence polarization; Potency, µM, inactives show max response, negative = inhibition, usual class: inhibitors; hit rate 2.8% among 360,000; further: potency means the concentration at half of the fitted maximal effect; series mostly up to about 57 µM; on the % scale 0 is the no-effect control and ±100 the full control effect; nearly all actives have a fitted effect of over 65% in size
GLP1R inv ag: inverse agonists of human GLP-1 receptor; hit rate 1.6% among 410,000; AID 624417; HEK293 GLP-1R CRE-luciferase, luminescence, 24 h; GLP-1R form is constitutively active; Potency, µM (series often up to 38.3 µM), without a hit: at the highest dose activity change, negative = inhibition, hits mostly inhibitors; P43220; further: potency means the concentration at half of the fitted maximal effect; on the % scale 0 is the no-effect control and ±100 the full control effect; nearly all actives have a fitted effect of over 55% in size
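Readout was luciferase luminescence, measured 12 min after detection reagent at room temperature. Beforehand, GLP-1R reporter HEK293 cells had sat 12 h, then received compounds for 24 hr at 37 deg C.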
Active calls of the source: *; ? = inconclusive; / = no result given; & = joins results of further samples; [ ] = remark or other dose. Unless noted, the call rests on the fitted dose curve; in most records, active means well fitted curve in the direction sought with a large enough effect; inconclusive means small, poorly fitted or top-dose-only effect, or another doubt; inactive means no such curve, though single readings can be large; an effect the other way counts as inactive or inconclusive.

SMILES | WRN helicase inh | IL-2 act | D3 ag | D3 antag | PI5P4Ka inh | GLP-1R agonist | HEK293 tox | PLK1 PBD block | GLP1R inv ag
S=C(NCCN1CCOCC1)Nc1ccccc1Cl | -2% | 0.5 | -2 | 15 | -1 | 1% | 2% | -11% | 2%
C=CCn1c(C(c2ccccc2)c2ccccc2)n[nH]c1=S | -12% | -0.8 | 3 | 11 | -11 | -1% | -24% | -24% | -22%
FC(F)(F)c1nc2ccccc2n2c(-c3ccc(Cl)cc3)nnc12 | -9% | -1.8 | 1 | 8 | 6 | -15% | 10% | -3% | ?
CCC(C)(C)NC(=O)C(c1ccc(OC)cc1)N(C(=O)CCC(=O)Nc1cc(C)on1)c1cccc(OC)c1 (configuration not stated) | -7% | 0.9 | -11 | 6 | -2 | 3% | -3% | -9% | -1%
Cc1c(NC(=O)CSc2nc(-c3ccco3)cc(C(F)(F)F)n2)c(=O)n(-c2ccccc2)n1C | 11% | -0.8 | -3 | 20 | -6 | -2% | -10% | -3% | 13%
Cc1ccc(C(=O)COC(=O)CNC(=O)CNC(=O)c2ccc(C)cc2)cc1 | 5% | 0.1 | -2 | -24 | -5 | -13% | -14% | -4% | 30%
CCc1ccc(S(=O)(=O)NCCc2cn3cccc(C)c3n2)s1 | -5% | 0.2 | -1 | 9 | -1 | 9% | 4% | -3% | 4%
CN1CCN(C(=O)CCN2C(=O)c3ccccc3S2(=O)=O)CC1 | 5% | -2.9 | -3 | 0 | -3 | -8% | -3% | -6% | 9%
CCS(=O)(=O)NCc1csc(-c2ccccc2)n1 | -1% | 0.4 | 1 | -10 | -1 | 5% | -31% | -1% | 7%
CC[C@H](C)[C@H](NC(N)=O)C(=O)Nc1ccc(NC(C)=O)cc1 | 5% | -0.3 | 7 | 12 | 4 | 4% | -2% | -4% | 20%
CCn1nc(C)c(Oc2ccccc2O)c1C | 5% | -0.6 | 0 | 5 | 4 | -7% | -8% | -4% | 1%
COC(=O)C1C(O)C(C)C(O)C(C)(O)/C=C\C=C(/C)C(=O)Nc2c(C)c(OC(C)=O)c3c(c2O)C(=O)C(C)=C2OCOC(=C23)/C(C)=C/C(C)(O)C(O)C(C)C1O (configuration not stated) | -23% | -0.5 | 1 | -3 | -2 | 2% | 23% | -11% | 19%
C=C1CCN([C@H](C(=O)NCc2ccc(OC)cc2)C(C)C)S(=O)(=O)c2ccccc21 | 5% | 0.3 | 4 | 1 | 0 | 5% | -27% | -2% | 17%
CN(/N=C/c1ccccc1)C(=S)c1ccccc1 | -10% | -0.6 | -13 | 2 | 1 | 4% | 22% | -1% | -14%
COC(=O)C[C@H]1C[C@@H]2c3cc(NC(=O)CN(C)C)ccc3O[C@@H]2[C@H](CO)O1 | 5% | 5.0 | -10 | ? | -7 | 5% | 5% | -8% | 16%
CCOC(=O)CSc1nnc(Cn2nnc3ccccc32)n1-c1ccc(F)cc1 | -6% | -0.4 | 4 | 10 | 3 | 8% | 0% | -3% | -15%
O=S1(=O)c2c(F)cccc2O[C@@H](COCc2ccccc2)CN1CCc1ccc(F)cc1 | -8% | 1.0 | 3 | 9 | 12 | -1% | 3% | -8% | ?
O=C(Nc1ccc(C(=O)N2CCOCC2)cc1)c1cccc([N+](=O)[O-])c1 | 9% | -0.9 | -7 | -21 | 2 | 13% | 0% | -10% | -14%
CCOC(=O)C(=O)Nc1ccc(S(=O)(=O)Nc2ncccn2)cc1 | -5% | -0.2 | -4 | 17 | / | -15% | -5% | 0% | 0%
Cc1cccc(N2CCN(S(=O)(=O)c3c(C)[nH]c(C)c3C(=O)N3CCCCC3)CC2)c1C | -9% | -3.7 | -14 | -4 | 3 | 4% | -21% | -8% | ?

(further entries)
SMILES | WRN helicase inh | IL-2 act | D3 ag | D3 antag | PI5P4Ka inh | GLP-1R agonist | HEK293 tox | PLK1 PBD block | GLP1R inv ag
O=C(Nc1cccc(-c2cccc(Cl)c2)c1)C1CCN(C2CCC2)CC1 | -3%[57.1 µM] | -2.2 | 4 | -24 | 6 | -6% | ? | -25% | 6.3µM*
NC(=O)CSc1nnc(COc2ccccc2)n1Cc1ccco1 | 1% | 1.3 | 0 | 9 | -2 | 1% | -8% | 1% | 21%
COc1cc(NC(C(=O)Nc2cccc(C(C)=O)c2)c2ccccc2)cc(OC)c1OC (configuration not stated) | 10% | -0.4 | 5 | -7 | -3 | 0% | 18% | -6% | 11%
CCN1CCN(CC(=O)N2N=C(c3cccs3)CC2c2ccc(OC)c(OC)c2)C(=O)C1=O (configuration not stated) | -28% | 4.2 | 0 | 2 | 2 | 6% | 7% | -8% | -11%
COc1ccc(Oc2nc(-c3cccnc3)nc3ccccc23)cc1 | -10% | -4.1 | 2 | -2 | -8 | 11% | 7% | 0% | ?
Cc1ccc(C(=O)Nc2nccs2)cc1S(=O)(=O)N1CCCCC1 | -2% | 0.6 | -9 | -13 | -7 | -4% | -14% | -4% | -26%
Cc1cc2oc(C(=O)NC3CCS(=O)(=O)C3)c(C)c2cc1C (configuration not stated) | 2% | 0.6 | -4 | -11 | 2 | 1% | -15% | -4% | -22%
COc1ccc(C2SCC(C(=O)O)N2C(C)=O)cc1OC (configuration not stated) | -1% | -4.2 | -9 | ? | -6 | 0% | 2% | -5% | -7%
Cc1cccc(/C=N/c2sc3c(c2C#N)CCN(Cc2ccccc2)C3)c1O | 4% | -0.6 | -16 | ? | 1 | 3% | 3% | 0% | 5%
O=C(COC(=O)C12CC3CC(CC(C3)C1)C2)NC12CC3CC(CC(C3)C1)C2 | 1% | -2.5 | -6 | ? | 0 | 4% | -10% | 2% | ?
COc1ccccc1NC(=O)N1CCN(c2ccc3nnc(-c4ccc(F)cc4)n3n2)CC1 | -8% | -4.0 | -2&7 | 7 | 7 | 13%&5% | -22%&-16% | -3% | 40%&17%[activator]
CN(C)S(=O)(=O)c1ccc2nnn(OCC(=O)NC3CCS(=O)(=O)C3)c2c1 (configuration not stated) | -3% | -0.3 | 9 | 9 | 9 | -5% | 3% | 1% | 4%
CC(=O)c1cc(N2CCOCC2)ccc1[N+](=O)[O-] | 7% | -4.6 | -9 | -5 | 4 | 7% | ? | -8% | 4%
COc1ccccc1N(CC(O)Cn1nc(C)cc1C)S(=O)(=O)c1ccccc1 (configuration not stated) | -24% | 2.9 | 6 | -3 | -1 | 8% | 10% | 0% | 9%
O=[N+]([O-])c1ccc(COc2ccc(Br)cc2CN2CCOCC2)cc1 | -10% | -0.7 | -4 | -9 | 7 | 14% | -13% | 1% | 8%
O=C(COc1ncnc2ccccc12)Nc1cc([N+](=O)[O-])ccc1Cl | -8% | 7.2 | -3 | -17 | 3 | 5% | -2% | -1% | 5%
CCOC(=O)c1cnc(-n2nc(C)cc2C)nc1NCCO | -1% | -3.9 | -14 | -14 | / | -4% | -3% | -5% | -3%
C#CCOCCOCCOCCNc1nc(N2CCN(C(=O)CCCCCCCCCCNC(=O)[C@H](CCCCN)n3cc(C)nn3)CC2)nc(N2CCN(C(=O)CCCCCCCCCCNC(=O)[C@H](CCCN=C(N)N)n3cc(C[C@@H](C)CC)nn3)CC2)n1 | 45µM* | -0.7 | -21 | ? | -51* | 1% | -20% | 10% | -26%
COc1cccc(/C=N/c2oc(-c3ccccc3)cc2C#N)c1O | -14% | -1.5 | -2 | 3 | -8 | -8% | -10% | -22% | -5%
Cc1ccc(Sc2c(C)nn(C(=O)c3ccc(Cl)cc3)c2C)cc1 | / | / | -8 | / | / | -2% | 2% | / | 4%

Fetched one by one from above, two records:
SMILES | WRN helicase inh | IL-2 act | D3 ag | D3 antag | PI5P4Ka inh | GLP-1R agonist | HEK293 tox | PLK1 PBD block | GLP1R inv ag
COc1ccc(Oc2nc(-c3cccnc3)nc3ccccc23)cc1 | -10% | -4.1 | 2 | -2 | -8 | 11% | 7% | 0% | ?
CCN1CCN(CC(=O)N2N=C(c3cccs3)CC2c2ccc(OC)c(OC)c2)C(=O)C1=O (configuration not stated) | -28% | 4.2 | 0 | 2 | 2 | 6% | 7% | -8% | -11%

Continuation.
SMILES | WRN helicase inh | IL-2 act | D3 ag | D3 antag | PI5P4Ka inh | GLP-1R agonist | HEK293 tox | PLK1 PBD block | GLP1R inv ag
CCN1CCN(C(=O)c2ccc(CNS(=O)(=O)c3cccc(OC)c3)cc2)CC1 | -10% | -1.8 | -32 | 2 | 4 | -2% | -2% | 3% | ?
CCN(C(=O)COC(=O)c1ccc(=O)n(Cc2ccccc2)n1)C1CCS(=O)(=O)C1 (configuration not stated) | 9% | -2.2 | -18 | 15 | 4 | -5% | 5% | -5% | 14%
CCN=C(NCC)SC1CC(=O)N(c2ccc(OC)cc2)C1=O (configuration not stated) | -10% | -2.0 | 12 | 13 | / | 1% | 16% | 2% | 3%
COc1ccc(NC(=O)Cc2nnc(SCC(=O)NC3CCCCC3C)n2C)cc1 (configuration not stated) | -5% | -0.1 | 2 | 2 | 1 | 18% | -3% | -9% | 25%
COc1ccc(-c2ccc(C(=O)Nc3ccc(NC(C)=O)cc3)c3occc23)c(C)c1 | 0% | 0.4 | 8 | 0 | 0 | -3% | -14% | -6% | ?
CCCCn1c(NCCN(C)C)nc2c1c(=O)[nH]c(=O)n2C | 3% | 0.7 | 0 | 15 | 1 | 0% | -9% | 5% | 5%
CCc1nnc(NC(=O)c2ccc3c(c2)C(=O)N(C(C)(C)C)C3=O)s1 | -16% | 3.0 | 38* | -24 | / | 6% | -10% | -1% | 73%[activator]
Cc1nc2c(cc1C#N)C(=O)c1ccccc1-2 | -2% | -1.7 | 2 | -5 | 2 | 8% | 6% | -5% | 29%
O=C1CCC/C=C/C[C@@H](CC(=O)N(CCO)Cc2ccccc2)C(=O)NC[C@@H](c2ccccc2)O1 | -2% | -0.5 | -17 | 1 | 9 | -2% | -5% | -12% | -13%
Cc1ccc(S(=O)(=O)NCCC(=O)NNC(=O)c2ccccc2O)cc1C | -17% | -1.7 | 5 | 19 | -6 | -3% | 3% | -1% | -26%
CN1CCCN(C(=O)c2ccccc2Cl)CC1 | 7% | -2.9 | -7 | 12 | 2 | -5% | -27% | 0% | 2%
